# Screening data deposited in PubChem BioAssay by National Center for Advancing Translational Sciences (NCATS).
# Glioma ERSR ind: ER stress response induction in glioma; U87-MG GRP78 promoter luciferase reporter, 16 h; Potency, µM, without a hit: at the top dose activation, usual class: activators; hit rate 0.02% among 420,000; AID 602332; also: potency is read from the fitted curve at half-maximal effect; series mostly up to about 76 µM; % of control where 0% means no effect; nearly all actives have a fitted effect of over 35% in size
#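 ERSR induction read as luciferase luminescence (Bright-Glo, 10 min at room temperature) in stably transfected human U87-MG glioma cells exposed to compounds for 16 h, using GRP78 as sensor.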
# Vif-A3G inh: Vif-A3G binding inhibition; Q9HC16; HeLa A3G-eYFP + Vif (tagged APOBEC3G with the HIV-1 protein that degrades it), YFP fluorescence, overnight; Potency, µM (series often up to 46.1 µM), for inactives: top-dose activity, negative = active, most hits filed as inhibitors; hit rate 0.076% among 410,000; AID 602310;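 also: potency is read from the fitted curve at half-maximal effect; % is scaled to controls: 0 for no effect and ±100 for the full control effect; nearly all actives have a fitted effect of over 60% in size; hits raise eYFP signal because A3G escapes Vif-driven loss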
#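 HeLa cells stably expressing Vif and C-terminally eYFP-tagged A3G, seeded overnight at 37 deg C, then exposed to compound by pintool overnight at 37 deg C. Rise in yellow fluorescence (Ex 488/Em 500-530, Acumen) marks blocked Vif-driven A3G degradation.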
# D1 antagonist: antagonists of human D1 dopamine receptor; activity change, negative = inhibition, % at 10 µM; HEK293 TREx D1 cells, calcium flux, dopamine EC80; active compounds read low; hit rate 3.2% among 360,000; P21728; in the data active = activity change below about -30%; also: % is scaled to controls: 0 for no effect and ±100 for the full control effect
# Target sequence (P21728 whole entry, looked up): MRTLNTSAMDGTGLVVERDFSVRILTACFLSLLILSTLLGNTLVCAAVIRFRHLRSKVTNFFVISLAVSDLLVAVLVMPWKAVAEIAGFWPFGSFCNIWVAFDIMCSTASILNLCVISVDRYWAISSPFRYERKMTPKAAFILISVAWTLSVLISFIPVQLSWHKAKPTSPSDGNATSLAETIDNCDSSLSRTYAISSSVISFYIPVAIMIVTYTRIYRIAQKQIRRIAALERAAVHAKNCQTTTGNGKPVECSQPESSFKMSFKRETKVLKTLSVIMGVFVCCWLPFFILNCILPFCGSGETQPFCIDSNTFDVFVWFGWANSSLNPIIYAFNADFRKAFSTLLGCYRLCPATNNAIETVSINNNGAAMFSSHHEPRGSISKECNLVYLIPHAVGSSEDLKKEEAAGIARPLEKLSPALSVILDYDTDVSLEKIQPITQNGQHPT
#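 Tetracycline-induced HEK293 T-REx cells with force-coupled D1 receptor were loaded with a no-wash calcium dye. Compound was added after a 10 s baseline and read kinetically for 180 s; EC80 dopamine was then added and calcium flux followed another 180 s.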
# D2 potentiator: positively modulates the human D2 dopamine receptor allosterically | hit rate 0.34% among 340,000 | P14416 | AID 485347 | HEK293 T-REx D2, calcium flux, EC20 dopamine potentiation | potentiation, % at 10 µM;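 active = potentiation over 3 SD above the plate norm, cut at about 30% in these data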; also: 0% is about no effect
# Target sequence (P14416 whole entry, looked up): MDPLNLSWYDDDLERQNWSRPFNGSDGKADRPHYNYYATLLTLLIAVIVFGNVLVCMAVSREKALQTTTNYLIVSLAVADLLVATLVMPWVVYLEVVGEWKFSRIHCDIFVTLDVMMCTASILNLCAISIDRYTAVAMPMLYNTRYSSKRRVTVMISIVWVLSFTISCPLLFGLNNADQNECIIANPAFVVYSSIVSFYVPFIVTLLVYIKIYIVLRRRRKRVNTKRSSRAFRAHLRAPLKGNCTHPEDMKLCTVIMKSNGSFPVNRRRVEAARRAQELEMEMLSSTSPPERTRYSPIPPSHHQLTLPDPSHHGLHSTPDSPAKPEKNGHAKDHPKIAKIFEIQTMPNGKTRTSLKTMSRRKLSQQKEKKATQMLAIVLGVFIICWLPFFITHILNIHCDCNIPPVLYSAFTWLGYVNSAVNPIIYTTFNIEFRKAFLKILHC
#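 Potentiation of an EC20 dopamine calcium response measured kinetically over 180 s, after a preceding 180 s compound-only read flagging agonists. Cells: inducible Hek293 Trex D2 line, 4000/well, cultured overnight at 30 C before dye loading.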
# D1 ag: human D1 receptor agonism | P21728 | HEK293 T-REx D1 cells, calcium flux, agonist mode | activation, % at 2 µM | hit rate 1% among 360,000 | AID 504660; in the data active = activation above about 30%; also: 0% is about no effect
#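 Tetracycline-induced HEK293 TREx D1 cells, force-coupled to calcium signalling, were dye-loaded with a no-wash calcium kit. Compound was pin-added after a 10 s baseline. Fluorescence was read kinetically at 1 cycle/s for 180 s, with calcium rises flagged as agonism.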
# D1 PAM: potentiators of human D1 dopamine receptor. potentiation, % at 10 µM. HEK293 TREx D1 cells, calcium flux, dopamine EC20 potentiation. AID 504651. P21728. hit rate 0.036% among 360,000; in the data active = potentiation above about 30%; also: 0% is about no effect
# Vif-APOBEC3F blk: Vif-A3F binding inhibition; HeLa A3F-eYFP + Vif (tagged APOBEC3F with the HIV-1 protein that degrades it), YFP fluorescence increase; Potency, µM (top dose mostly 46.1 µM), for inactives: at the top dose activity, negative = active; hit rate 0.2% among 390,000; also: potency is read from the fitted curve at half-maximal effect; % of control where 0% means no effect; nearly all actives have a fitted effect of over 65% in size
#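 HeLa cells stably expressing A3F-eYFP plus Vif, plated and incubated overnight at 37 deg C, then exposed to compounds overnight at 37 deg C. Blocked degradation read as raised yellow fluorescence (Ex 488/Em 500-530).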
# RXFP1 agonist: RXFP1 (human) receptor agonism; Q9HBX9; HEK293T-RXFP1 cAMP TR-FRET, 30 min; response scale: percent of porcine relaxin response, buffer zero; Potency, µM (highest dose often 57.5 µM), for the others: top-dose activation, hits mostly activators; hit rate 0.3% among 370,000; AID 2676; also: potency is read from the fitted curve at half-maximal effect; % is scaled to controls: 0 for no effect and ±100 for the full control effect; nearly all actives have a fitted effect of over 60% in size; many of its hits are not listed in these tables
#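 HEK293T cells stably expressing RXFP1 were pretreated with the PDE4 inhibitor Ro 20174, exposed to compounds for 30 min at 37C, lysed, and cAMP was read by TR-FRET. Data normalized to buffer (basal) and 29 nM porcine relaxin (100%).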
# LDHA inh: inhibitors of human lactate dehydrogenase A | activity change, % (values are at about 110 or 230 µM) | hit rate 0.15% among 480,000 | AID 1347041 | purified LDHA, NADH/diaphorase-resazurin fluorescence; active compounds read low | P00338; in the data active = activity change below about -30%; inconclusive = mostly about -25% to -30%;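 also: plate controls were DMSO wells for no effect and wells without enzyme for full effect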
#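 Human LDH5 (2 nM) was incubated with 0.06 mM NADH and 0.2 mM pyruvate for 5 min at room temperature in Tris pH 7.4. Remaining NADH was coupled through diaphorase/resazurin, and resorufin fluorescence was read at 0 and 20 min.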
# Active calls of the source: *; ? = inconclusive; . = not tested or not shown. Unless noted, calls follow the shape of the dose curve; as a rule, active = well fitted curve in the direction sought with a large enough effect; inconclusive = small, poorly fitted or top-dose-only effect, or another doubt; inactive = no such curve, though single readings can be large; an effect the other way counts as inactive or inconclusive.
SMILES,Glioma ERSR ind,Vif-A3G inh,D1 antagonist,D2 potentiator,D1 ag,D1 PAM,Vif-APOBEC3F blk,RXFP1 agonist,LDHA inh
CC12CCC(=O)N1C(C(=O)Nc1cccc(F)c1)CS2 (centres undefined),2.1%,-1.1%,-4.3,8.1,2.1,-15.9,0.9%,0.2%,-7.1
COc1cc(SC)ccc1C(=O)Nc1ccccc1,10.5%,-10.0%,-0.5,0.0,-1.1,2.9,-4.6%,0.3%,-6.5
CN1CCN(c2nc(-c3ccc(Cl)cc3Cl)nc3ccccc23)CC1,-0.9%,1.9%,9.6,-15.4,3.6,-6.2,-2.5%,4.5%,-4.4
CCOc1ccc(NC(=O)CN2CCN(Cc3c(F)cccc3F)CC2)cc1,-4.6%,-1.4%,1.6,13.4,2.1,-7.7,-7.9%,-1.9%,-7.3
Cc1cc(CNC(=S)Nc2ccc(Br)cc2Cl)nn1C,-0.3%,3.2%,-24.4,-11.5,7.6,-5.2,2.2%,2.4%,-14.6
CCOC(=O)N/N=C\c1sccc1C,4.5%,-4.3%,-41.5*,-3.1,2.0,-3.2,14.2%,0.8%,1.8
Cc1cc(C)cc(N2C(=O)C=CC2=O)c1,-14.0%,-20.4%,.,.,.,.,-0.3%,.,-12.9
CC(O)c1ccc(-n2cnnn2)cc1 (centres undefined),1.6%,1.7%,0.1,-11.2,2.7,-2.8,0.9%,0.1%,-2.9
Cn1cnc([N+](=O)[O-])c1N=C(N)N,-7.2%,1.6%,10.2,8.2,2.9,-6.7,-3.4%,-0.6%,-1.7
CN1C(=O)c2ccccc2Sc2ccc(NC(=O)Cc3c(F)cccc3Cl)cc21,1.2%,-2.5%,-3.0,0.7,14.6,-2.1,-6.2%,4.5%,-7.9
COc1ccc(CNC(=O)COC(=O)CCC(=O)c2cccs2)cc1,-6.4%,2.5%,-1.2,-2.8,0.6,-0.6,14.3%,1.3%,-15.4
CCCN1CCN(C(=O)CCNC(=O)Cn2cnc3ccccc3c2=O)CC1,-0.5%,-0.4%,-1.1,6.1,3.8,2.6,-18.2%,8.2%,-16.2
CCC(CCc1ccccn1)C(=O)c1ccccc1 (centres undefined),-2.4%,0.5%,.,.,.,.,4.6%,.,1.3
COc1ccc(-c2nsc(SCC(=O)Nc3cc(C)on3)n2)cc1,-2.0%,0.3%,4.0,-10.7,4.0,-3.1,-4.5%,1.8%,-2.4
COc1ccc2ccc(O)c(CN3CCN(S(=O)(=O)c4cccc(C(F)(F)F)c4)CC3)c2c1,1.7%,-5.7%,26.4,-9.4,2.5,1.0,-11.3%,-0.9%,6.9
O=C(CSc1nc2scc(-c3ccccc3)c2c(=O)[nH]1)Nc1ccccc1,-1.7%,-7.4%,12.2,7.7,8.6,-2.0,2.9%,-0.1%,-7.2
CCS(=O)(=O)c1ccc2oc(SCC(=O)NC34CC5CC(CC(C5)C3)C4)nc2c1,-4.6%,0.0%,-17.8,1.6,1.4,-15.7,2.5%,-0.4%,-8.4
Clc1ccc(NN(Cc2ccncc2)c2ccc(Cl)cc2)cc1,14.0%,-18.1%,.,.,.,.,-7.1%,.,-4.2
COc1ccc(N(CC(=O)NC2CCCCC2)C(=O)CNC(=O)c2ccco2)cc1,-3.2%,-2.4%,-2.3,1.6,0.7,-0.1,-33.4%,0.3%,-3.0
C/C(=N\O)C(=O)Nc1ccccc1,-0.8%,0.3%,3.5,-2.9,0.3,1.3,-14.8%,3.4%,-1.9
O=C(Nc1cc2c(cc1C(=O)c1ccccc1Cl)OCCO2)c1ccccc1,-2.5%,2.6%,17.8,-19.9,10.6,-0.2,-2.2%,0.6%,-1.2
CCC(=O)Nc1ccc(C(=O)CN2C(=O)NC3(CCCCCC3)C2=O)cc1,-4.9%,1.3%,12.3,4.4,4.3,.,0.3%,2.4%,-0.9
O=C(CSC1=NCCS1)NCc1ccco1,-2.5%,-9.6%,-16.0,-3.1,-3.2,1.4,-0.1%,2.4%,-5.9
O=C(CSc1ccc(F)cc1)Nc1ccc2c(c1)C(=O)NC2=O,-2.2%,-0.8%,-37.4*,.,12.3,-10.4,0.9%,0.2%,-0.4
CC1=CC(c2ccccc2)=NS(=O)(=O)N1,-0.5%,-3.5%,.,.,.,.,-0.6%,.,-1.0
CCCCNC(=S)NC1CCCC1,-5.7%,-1.8%,5.6,3.5,0.1,-7.7,-9.7%,3.0%,-9.2
CCC(=O)N1CCN(c2ccc(NC(=O)c3ccc([N+](=O)[O-])o3)cc2)CC1,-13.6%,?,4.1,9.2,0.8,-4.2,0.8%,1.2%,6.8
Cc1ccc(C(=O)NCCc2ccccc2)cc1,-12.9%,0.0%,-14.6,8.0,-4.5,2.0,0.1%,-1.3%,-6.0
O=C(COC(=O)C1CC(=O)N(Cc2ccco2)C1)Nc1nc(-c2ccc(F)cc2)cs1 (centres undefined),-0.1%,-13.7%,.,.,.,.,-3.4%,.,-0.9
CC1CC(C)CN(S(=O)(=O)N2CCCC(C(=O)NC3CCCCC3C)C2)C1 (centres undefined),1.8%,2.9%,5.0,-3.0,0.8,1.1,2.1%,0.3%,-21.4
Cc1cc(NC(=O)c2ccccc2)ncc1NC(=O)c1ccco1,-8.7%,-0.8%,7.7,0.1,5.3,-2.2,-5.2%,0.6%,2.6
COc1ccc(-n2c(C)cc(C(=O)NC3CCCCC3)c2C)cc1,-0.3%,-0.8%,-0.1,-7.9,-0.3,-6.0,1.6%,-1.0%,-2.1
COc1ccc2[nH]c(C(=O)NCCN3CCCCC3)cc2c1,-1.2%,1.2%,8.9,-14.8,2.0,5.2,7.0%,0.0%,6.4
Cc1ccc(CN2CCC(Oc3cccc(C(=O)N(C)CCN(C)C)c3)CC2)cc1C,-2.4%,-1.6%,-17.2,-2.2,1.9,-2.0,2.1%,-2.9%,-1.4
Cc1ccc(NC(=O)N2CCCC2C(=O)NCCC2=CCCCC2)cc1 (centres undefined),0.1%,0.0%,12.1,7.8,0.4,5.3,2.9%,-0.9%,0.0
COc1ccc(-c2c[n+](CC(=O)c3ccccc3)c3n2CCCCC3)cc1,-0.5%,2.4%,-3.3,-3.8,0.6,-4.5,10.5%,-0.8%,-11.6
CCCC(=O)Nc1c2c(nn1-c1ccc(OC)cc1)CS(=O)C2 (centres undefined),0.2%,0.9%,1.3,11.4,1.5,-3.4,-3.9%,0.3%,-1.1
NNC(=O)c1cc(NS(=O)(=O)c2cccs2)cc(NS(=O)(=O)c2cccs2)c1,-4.2%,0.0%,.,.,.,.,-7.6%,.,-6.3
C[C@@H]1CCCCCCCCC(=O)OCCN(C(=O)OC(C)(C)C)[C@H](C)CCCCCCCCC(=O)OCCN(C(=O)OC(C)(C)C)[C@H](C)CCCCCCCCC(=O)OCCN(C(=O)OC(C)(C)C)[C@H](C)CCCCCCCCC(=O)OCCN1C(=O)OC(C)(C)C,-2.4%,1.9%,.,.,.,.,-4.2%,.,-13.8
COc1ccc2[nH]c(C(=O)N(Cc3ccccn3)Cc3ccccn3)cc2c1,-1.2%,7.2%,-11.2,4.5,2.7,0.4,1.3%,4.1%,1.5
COc1ccc(-c2nc3cc(C)ccn3c2NC(=O)c2ccccc2OC)cc1,-2.3%,-29.7%,3.8,5.1,2.0,-0.1,1.3%,1.9%,0.2
COC(=O)c1cccc(NC(=O)C2C3CCC(C3)C2C(=O)O)c1 (centres undefined),-1.5%,4.6%,3.0,18.0,9.1,0.2,-3.0%,2.8%,-8.7
CCOC(=O)c1oc2ccccc2c1NC(=O)c1ccc(S(=O)(=O)N2CCCC2)cc1,-8.4%,-0.2%,14.8,.,2.3,-5.8,-8.7%,3.5%,-5.5
COc1ccccc1N1CCN(C(=O)CNC(=O)Cn2cnc3sc(C)c(C)c3c2=O)CC1,-2.8%,13.3%,2.0,5.1,2.4,-5.3,-1.9%,15.6%,1.6
CCOC(=O)C1CCN(C(=O)Cn2cc3c(n2)CCC(C)C3)CC1 (centres undefined),-2.4%,-4.7%,-13.0,-13.9,-3.4,4.8,-4.4%,-1.5%,-1.0
O=C(NC1CC2CCC1C2)c1ccco1 (centres undefined),-4.9%,-1.2%,-0.9,5.9,4.2,-6.0,3.6%,0.8%,-10.0
Cc1ccc(NC(=O)Cn2nnc(-c3nc(-c4ccncc4)no3)c2N)c(C)c1,.,.,3.7,-1.4,0.2,-1.0,.,5.4%,-7.3
Cc1c(C#N)c(N=CN(C)C)c(C(=O)c2ccccc2)n1-c1ccccc1,-6.5%,-0.7%,-4.8,-6.8,-0.4,-0.3,-11.1%,1.4%,0.0

# A draw from above in order of heavy-atom count, descending:
SMILES,Glioma ERSR ind,Vif-A3G inh,D1 antagonist,D2 potentiator,D1 ag,D1 PAM,Vif-APOBEC3F blk,RXFP1 agonist,LDHA inh
COc1ccccc1N1CCN(C(=O)CNC(=O)Cn2cnc3sc(C)c(C)c3c2=O)CC1,-2.8%,13.3%,2.0,5.1,2.4,-5.3,-1.9%,15.6%,1.6
CCOC(=O)c1oc2ccccc2c1NC(=O)c1ccc(S(=O)(=O)N2CCCC2)cc1,-8.4%,-0.2%,14.8,.,2.3,-5.8,-8.7%,3.5%,-5.5
COc1ccc(-c2nc3cc(C)ccn3c2NC(=O)c2ccccc2OC)cc1,-2.3%,-29.7%,3.8,5.1,2.0,-0.1,1.3%,1.9%,0.2
COc1ccc2[nH]c(C(=O)N(Cc3ccccn3)Cc3ccccn3)cc2c1,-1.2%,7.2%,-11.2,4.5,2.7,0.4,1.3%,4.1%,1.5
CCOC(=O)C1CCN(C(=O)Cn2cc3c(n2)CCC(C)C3)CC1 (centres undefined),-2.4%,-4.7%,-13.0,-13.9,-3.4,4.8,-4.4%,-1.5%,-1.0
COC(=O)c1cccc(NC(=O)C2C3CCC(C3)C2C(=O)O)c1 (centres undefined),-1.5%,4.6%,3.0,18.0,9.1,0.2,-3.0%,2.8%,-8.7

# The list is partial; count on the stated rates, not on these rows.
